UBC13 inh – blocks human UBC13 polyubiquitin chain formation. P61088. TR-FRET. inhibition, % at 20 µM. 330,000 tested, 0.47% active; in the data active = inhibition above about 45%, passing the limit was not always enough
Target sequence (P61088 whole entry, looked up): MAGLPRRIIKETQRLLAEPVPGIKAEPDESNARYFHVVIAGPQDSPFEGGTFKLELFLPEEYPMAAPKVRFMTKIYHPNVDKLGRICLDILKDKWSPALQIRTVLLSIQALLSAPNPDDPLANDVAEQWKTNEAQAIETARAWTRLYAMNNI
Jurkat NFkB inh – inhibitors of the PMA/ionomycin-induced NF-kB reporter in Jurkat cells; PMA/ionomycin-induced NF-kB luciferase reporter, luminescence; inhibition, % at 4 µM; 330,000 tested, 0.53% active
HKDC1 inhibitor – inhibitors of human hexokinase HKDC1 | recombinant HKDC1, G6PDH/diaphorase resazurin coupled fluorescence | AID 493160 | Q2TB90 | inhibition, % at 20 µM | 340,000 tested, 0.16% active;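 active = inhibition above about 35% when tested at 20 µM, limit read from the data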;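 note: plate controls were DMSO wells with enzyme for no effect and DMSO wells lacking enzyme for full effect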
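Test system: recombinant HKDC1 (HK5) hexokinase enzyme, produced in-house / Doses: 20 µM test compound, 1% DMSO / Timing: 90 min, room temperature / Detection: G6PDH/diaphorase-coupled fluorescence, 1 mM NADP, 100 µM resazurin, 525/613 nm / Control set: DMSO wells with and without enzyme mix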
697 NFkB inh – lowers PMA/ionomycin-induced NF-kB signal in 697 B cells. 330,000 tested, 0.33% active. AID 435022. inhibition, % at 4 µM. 697 B-cell NF-kB luciferase reporter, 16 h; in the data active = inhibition above about 35%
SENP8 inh – blocks the human protease SENP8. purified SENP8, Z-RLRGG-aminoluciferin cleavage, luminescence. inhibition, % at 10 µM. 330,000 tested, 1.2% active. AID 2540
Target sequence (Q96LD8 whole entry, looked up): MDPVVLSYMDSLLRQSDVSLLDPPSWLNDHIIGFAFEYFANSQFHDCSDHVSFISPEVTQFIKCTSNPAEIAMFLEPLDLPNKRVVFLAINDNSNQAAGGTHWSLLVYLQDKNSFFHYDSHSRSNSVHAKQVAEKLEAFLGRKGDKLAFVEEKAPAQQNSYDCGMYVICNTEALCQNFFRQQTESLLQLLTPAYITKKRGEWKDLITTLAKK
SENP7 block – SENP7 protease inhibition; inhibition, % at 5 µM; 330,000 tested, 1.5% active; recombinant SENP7, Z-RLRGG-aminoluciferin luminescence, 40 min; Q9BQF6;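 active = inhibition above about 50% at the single test dose, limit read from the data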;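 note: plate controls were DMSO with enzyme for no effect and no enzyme buffer wells for full effect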
Target sequence (Q9BQF6 706-1050 limits assumed): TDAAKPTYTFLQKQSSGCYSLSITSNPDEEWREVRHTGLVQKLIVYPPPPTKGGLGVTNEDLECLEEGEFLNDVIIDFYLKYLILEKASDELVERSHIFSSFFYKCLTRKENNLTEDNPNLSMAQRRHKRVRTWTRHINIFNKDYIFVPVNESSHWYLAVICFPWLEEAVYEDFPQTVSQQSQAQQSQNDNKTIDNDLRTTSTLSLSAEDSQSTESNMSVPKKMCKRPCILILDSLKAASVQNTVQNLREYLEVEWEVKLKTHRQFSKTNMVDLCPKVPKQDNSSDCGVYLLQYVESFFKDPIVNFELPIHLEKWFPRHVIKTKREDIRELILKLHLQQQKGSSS
Apaf-1 inh – human Apaf-1 inhibition | O14727 | reconstituted apoptosome caspase-3 activity, DEVD-Rh110 fluorescence | inhibition, % at 20 µM | 330,000 tested, 0.71% active | AID 489030; active = inhibition of at least 40% at 20 µM;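 note: plate controls were DMSO wells for no effect and DEVD-CHO caspase inhibitor wells for full effect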
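Material: reconstituted apoptosome with Apaf-1, cytochrome c, caspase-9, procaspase-3, dATP. Technique: Rh110 fluorescence intensity. Buffer or medium: pH 7.5 Hepes buffer with CHAPS, BSA, DTT. Times: 30 min plus 50 min, RT.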
Gli-Sufu antag – antagonists of Gli-Sufu signaling. inhibition, % at 5 µM. Sufu-KO-LIGHT fibroblasts, Gli luciferase reporter luminescence. 340,000 tested, 0.74% active;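 active = inhibition above about 55%, limit read from the data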;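 note: 0% = DMSO-treated cells and 100% = wells with medium but no cells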
Active calls of the source: *; . = no result given. Cut-off read from the data, not from the text of the source, unless noted: active = inhibition above about 50%; inactive = the rest. The order is random, and some 3.6% of all compounds hit somewhere here.

#	Structure	UBC13 inh	Jurkat NFkB inh	HKDC1 inhibitor	697 NFkB inh	SENP8 inh	SENP7 block	Apaf-1 inh	Gli-Sufu antag
1	Cc1ccccc1C(=O)Nc1ccc(O)cc1C(=O)O	-4	-7	-3	-16	2	1	-5	-8
2	CC(C)C(C)NC(=O)COC(=O)c1cccc(C(=O)OCC(=O)NC(C)C(C)C)n1 (stereo not given)	-2	-14	-11	18	-2	5	-8	-3
3	Cc1ccc(C2C(C#N)=C(N)OC3=C2C(=O)CC(C)(C)C3)s1 (stereo not given)	6	17	-5	26	4	4	-16	1
4	O=C(Nc1ccc(Cl)cc1)Nc1cc(S(=O)(=O)N2CCOCC2)ccc1N1CCCC1	-5	-12	4	-6	5	6	13	4
5	O=C(Cn1c(=O)n(Cc2ccco2)c(=O)c2c3c(sc21)CCCC3)Nc1ccccc1	-3	9	8	-1	-6	-8	18	4
6	CCNS(=O)(=O)c1ccc(NS(C)(=O)=O)cc1	4	14	-3	19	-5	0	-10	-2
7	c1ccc(-n2nnnc2-n2cnc3ccccc32)cc1	-2	3	-12	18	5	6	-4	-3
8	COC1C(C)=C(C)C(=O)N1Cc1ccc(F)cc1 (stereo not given)	-1	-22	2	16	-4	7	-6	1
9	COCCc1nnc(NC(=O)C23CC4CC(CC(C4)C2)C3)s1	5	9	-6	5	-4	-4	0	18
10	[O-][n+]1ccc(C(O)c2ccccc2)cc1 (stereo not given)	-4	-3	-1	-1	-14	11	-2	-1
11	CC(C)CN(C(=O)C1CC1)C1CCS(=O)(=O)C1 (stereo not given)	2	5	-6	10	1	0	0	1
12	O=C(Cn1nnc(-c2ccccc2)n1)NC(=O)NC1CCCC1	5	-9	-1	10	0	1	2	0
13	Nn1c(SCC(=O)Nc2ccccc2)nnc1C1CCCCC1	-3	-16	-3	-20	-11	15	-3	-9
14	CCCCC1(C)NC(=O)c2c(C)sc(C(=O)OCC)c2N1 (stereo not given)	11	-9	-3	-2	7	3	16	6
15	Cc1ccc2nsnc2c1NC(=O)c1ccc(-c2cc(Cl)ccc2Cl)o1	30	10	1	8	-1	6	9	2
16	O=C(O)CCN1CCc2ccccc21	1	-2	2	4	5	3	-2	3
17	Cc1c(-c2ccccc2)nc2ccccc2c1C(=O)Nc1ccncc1	-3	4	-2	0	9	9	6	2
18	COCC(=O)N/N=C(\C)CC(=O)Nc1ccccc1C(N)=O	2	3	5	15	5	5	0	3
19	Cc1cc(=O)[nH]c(N/N=C/c2cccc([N+](=O)[O-])c2)n1	6	7	.	25	-2	-5	-4	.
20	CN1CCN(C(CNC(=O)C(=O)Nc2ccc3c(c2)OCO3)c2ccc(F)cc2)CC1 (stereo not given)	-4	-21	-5	-15	-1	11	2	54
21	CCC1CCCCN1CCCNC(=O)CNC(=O)c1nn(-c2ccc(OC)cc2)c(=O)c2ccccc12 (stereo not given)	1	-18	6	10	-1	7	8	8
22	Cc1noc(C)c1COc1ccccc1C(=O)N1CCN(S(=O)(=O)c2cccc([N+](=O)[O-])c2)CC1	-3	0	-1	28	-2	-1	-14	-1
23	Cc1cc(S(=O)(=O)N2CCN(CC(=O)NC(C)(C#N)C3CC3)CC2)ccc1Br (stereo not given)	1	5	-5	5	7	-1	6	3
24	O=C(N/N=C/c1ccc2cccnc2c1)c1nc2ccccc2c(=O)[nH]1	-4	-16	4	-32	1	5	-5	-26
25	CC(=O)Nc1ccc(NC(=O)C(C)OC(=O)C2CC3C=CC2C3)cc1 (stereo not given)	9	-7	-11	20	5	-3	-2	-4
26	O=C(Nc1ccccc1C(=O)N1CCCCCC1)c1ccccc1	4	-4	-7	-11	-6	3	-18	7
27	Oc1ccc(Br)cc1/C=N/n1c(C2CCCCC2)n[nH]c1=S	-8	-1	2	-43	-10	-11	22	-17
28	CCCn1c(=S)[nH]c2ccc(C(F)(F)F)cc21	2	11	2	7	7	-1	-4	3
29	O=C(c1ccccc1)c1ccc(OCC(O)CN2CCCC2)cc1 (stereo not given)	25	-14	-6	3	-1	3	-9	9
30	O=C(Nc1nccs1)c1cccc(NC(=O)c2ccco2)c1	2	3	4	-3	4	8	5	-3
31	COc1cc(-c2nnco2)cc(OC)c1OC	0	12	-3	11	3	-8	2	15
32	Clc1cccc(CSc2nnc(-c3cccnc3)n2Cc2ccco2)c1	0	1	3	17	-1	-6	-3	5
33	O=C(NCCNc1ccccc1[N+](=O)[O-])c1cc(F)c(F)cc1Cl	-36	-70	-2	-68	0	-4	6	0
34	Cc1cc(-c2n[nH]c(=S)n2-c2ccc(C)c(C)c2)no1	4	5	2	-8	-5	-5	-2	6
35	COc1cc(C(C(=O)NC2CCCC2)N(C(=O)Cc2cccs2)C2CC2)cc(OC)c1OC (stereo not given)	4	6	-12	18	0	-4	-6	8
36	COCCn1c(SCC(=O)NCc2ccccc2)nc2ccccc21	3	-5	-5	-18	-3	-1	7	-7
37	CCCn1c(=O)c2c(c3ccccc31)OCC(=O)N2	-11	-10	0	-16	6	1	-8	-8
38	N#CCCn1cc(C=O)c(-c2cccs2)n1	-12	-19	5	10	-4	-13	4	1
39	Cc1ccc(-n2c(=O)[nH]cc(C(=O)N3CCc4ccccc43)c2=O)cc1	7	7	-3	22	6	2	-3	7
40	N#CC1=C(N)OC2=C(CCc3ccccc32)C1c1ccccc1 (stereo not given)	10	76*	25	-37	-1	2	29	25
41	CCSc1nnc(NC(=O)c2cccs2)s1	-11	-30	-6	-50	-17	2	-1	-30
42	C/C(=N/NC(=O)c1ccccn1)c1ccncc1	-6	-44	-11	-26	-5	6	10	3
43	CCOC(=O)N1CCN(C(=O)CNCc2cccs2)CC1	-8	-1	4	18	0	2	0	5
44	COc1ccc2cc(CN(C(=O)Nc3ccccc3OC)C3CCCC3)c(=O)[nH]c2c1	13	8	-5	16	-1	1	15	0
45	COc1ccc(NC(=O)CS(=O)CC(=O)Nc2cccc3cccnc23)cc1 (stereo not given)	29	20	0	8	-2	6	0	3
46	O=C(CSc1nc2ccccc2[nH]1)c1ccc2c(c1)OCO2	-4	-56	10	-16	-18	-2	-10	-4
47	CC(C)CCN1CCN(Cc2ccon2)CC1CCO (stereo not given)	-3	7	-2	13	2	-3	-15	21
48	CSCCc1nc(SCC(=O)Nc2nnc(C)s2)[nH]c1C	0	15	-4	2	-5	1	-3	4
49	O=c1c2nncn2c2cc(C(F)(F)F)ccc2n1CCNc1ncc(C(F)(F)F)cc1Cl	0	9	0	14	-2	2	5	-7
50	CC(C)CSc1ncnc2c1oc1nc3c(cc12)COC(C)(C)C3	21	-17	-1	16	1	-1	1	-1
51	COCCN(Cc1cc2cc3c(cc2n2nnnc12)OCO3)C(=O)c1ccccc1F	2	8	6	5	2	5	7	-3
52	Cc1ccc(NC(=O)CN(C)c2ccc(S(=O)(=O)N3CCN(C)CC3)cn2)cc1	8	-4	-8	0	0	4	0	5
53	CCOC(=O)C1=C(C)NC(C)=C(C(=O)OCC)C1C	21	-3	-5	26	1	9	-6	53
54	CCc1ccc(O)c(-c2cc(C(=O)Nc3cccnc3)[nH]n2)c1	18	-97	-5	3	-7	-4	-12	-33
55	Cc1nn(-c2ccccc2)c(Cl)c1/C=N/NC(=O)CNC(=O)c1ccccc1Cl	3	-9	-11	0	2	-3	-2	-28
56	CCC(=O)Nc1ccc(NC(=O)c2cc3ccccc3o2)c(OC)c1	2	-82	-4	-17	-6	4	6	.
57	COc1ccccc1C(=O)OCC(=O)Nc1ccc(OC(F)F)cc1	-1	-9	4	17	-7	-7	-11	-4
58	COC(=O)c1cc(NC(=O)CN2CCC(C(N)=O)(N3CCCCC3)CC2)cc(C(=O)OC)c1	0	3	-10	17	-5	-4	-5	37
59	CC1(C)S[C@@H]2[C@H](NC(=O)C(C(=O)O)c3ccccc3)C(=O)N2[C@H]1C(=O)O (stereo not given in full)	6	-6	-7	11	5	8	-4	-4
60	CCN(CC)S(=O)(=O)c1ccc(C(=O)NNC(=O)c2csc(N3CCOCC3)n2)cc1	2	-4	-6	7	-7	0	0	-8

Two of the compounds above, field by field.
58: COC(=O)c1cc(NC(=O)CN2CCC(C(N)=O)(N3CCCCC3)CC2)cc(C(=O)OC)c1
- UBC13 inh: 0
- Jurkat NFkB inh: 3
- HKDC1 inhibitor: -10
- 697 NFkB inh: 17
- SENP8 inh: -5
- SENP7 block: -4
- Apaf-1 inh: -5
- Gli-Sufu antag: 37
59: CC1(C)S[C@@H]2[C@H](NC(=O)C(C(=O)O)c3ccccc3)C(=O)N2[C@H]1C(=O)O (stereo not given in full)
- UBC13 inh: 6
- Jurkat NFkB inh: -6
- HKDC1 inhibitor: -7
- 697 NFkB inh: 11
- SENP8 inh: 5
- SENP7 block: 8
- Apaf-1 inh: -4
- Gli-Sufu antag: -4

The main list resumes with the three entries that preceded the break.
#	Structure	UBC13 inh	Jurkat NFkB inh	HKDC1 inhibitor	697 NFkB inh	SENP8 inh	SENP7 block	Apaf-1 inh	Gli-Sufu antag
58	COC(=O)c1cc(NC(=O)CN2CCC(C(N)=O)(N3CCCCC3)CC2)cc(C(=O)OC)c1	0	3	-10	17	-5	-4	-5	37
59	CC1(C)S[C@@H]2[C@H](NC(=O)C(C(=O)O)c3ccccc3)C(=O)N2[C@H]1C(=O)O (stereo not given in full)	6	-6	-7	11	5	8	-4	-4
60	CCN(CC)S(=O)(=O)c1ccc(C(=O)NNC(=O)c2csc(N3CCOCC3)n2)cc1	2	-4	-6	7	-7	0	0	-8
61	c1ccc(Nc2nc(-c3ccncc3)nc3ccccc23)cc1	21	-34	-2	-1	-11	-2	7	30
62	COc1ccc(C2=NN(C(C)=O)CC2c2cccc([N+](=O)[O-])c2)cc1 (stereo not given)	10	11	-2	12	-2	-5	6	0
63	O=C(CSc1nnc(-c2cccnc2)n1CCc1ccccc1)N1CCCCC1	2	-3	-1	9	4	1	-3	9
64	CC(C)(C)C(=O)n1nc(-c2ccccc2)oc1=O	6	6	-10	-2	-5	-4	0	-1
65	Cc1cc(C)n2nc(SCC(=O)N(Cc3ccccc3)C3CCS(=O)(=O)C3)nc2n1 (stereo not given)	-1	-3	-6	16	3	1	6	3
66	Cc1nc(S/C(=C/c2ccc(-c3cccc(Cl)c3)o2)C(=O)O)n[nH]1	-36	1	11	-9	-4	-1	19	-27
67	O=C(NC(=S)Nc1ccccc1F)C1CCCCC1	-2	-5	.	-21	1	-3	11	.
68	O=C1C2C3C=CC(CNS(=O)(=O)c4ccccc4)(O3)C2C(=O)N1c1ccc(Cl)cc1 (stereo not given)	4	-8	2	9	-2	6	0	8
69	COC(=O)Cn1c(=NC(=O)c2ccc([N+](=O)[O-])s2)sc2cc(Br)ccc21	-10	-13	.	-18	17	5	7	.
70	CC1CCCCC12NC(=O)N(CC(=O)OCc1ccccc1F)C2=O (stereo not given)	8	-2	-2	10	8	-2	-4	4
71	Cc1ccc(CN2CCc3c(OCC(=O)Nc4cccc(C)c4C)cccc3C2=O)cc1	6	11	.	22	-8	0	32	.
72	Fc1ccc(CN2CCCN(C(=S)Nc3ccc(F)cc3)CC2)cc1	3	4	-6	1	0	-2	-5	10
73	COc1ccc(C(=O)N2CCN(C(=O)c3ccc(-c4ccccc4)cc3)CC2)cc1OC	3	9	-10	17	4	3	11	8
74	COc1ccc(S(=O)(=O)O)cc1P(=O)(c1ccccc1)c1ccccc1	3	4	-3	12	0	10	-4	15
75	CS/C(N)=N/N=C/c1ccc([N+](=O)[O-])cc1	-6	-24	-5	-2	0	7	-9	-32
76	CCO[C@H]1OC(C(=O)N2CCN(Cc3ccc4c(c3)OCO4)CC2)=C[C@@H](c2cn(C(C)=O)c3ccccc23)[C@@H]1CCCO	16	18	2	6	1	-5	19	24

Quoted from the listing:
Result of `O=C1C2C3C=CC(CNS(=O)(=O)c4ccccc4)(O3)C2C(=O)N1c1ccc(Cl)cc1` (stereo not given) in 697 NFkB inh: 9
Result of `COC(=O)Cn1c(=NC(=O)c2ccc([N+](=O)[O-])s2)sc2cc(Br)ccc21` in 697 NFkB inh: -18
